# Bioassay records from PubChem BioAssay.
# G9a block: G9a (human) methyltransferase inhibition; Q96KQ7; G9a H3K9 monomethylation, AlphaScreen, 2 h; Potency, µM (highest dose often 102 µM), for inactives: at the highest dose activity, negative = inhibition, usual class: inhibitors; 350,000 compounds, 8.8% hits; AID 504332; further: on the % scale 0 is the no-effect control and ±100 the full control effect; nearly all actives have a fitted effect of over 75% in size
#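 Signal arises when biotinylated H3K9 peptide, once monomethylated, bridges streptavidin donor and antibody-captured acceptor beads. Enzyme at 20 nM was preincubated 15 min with test compounds; peptide 500 nM and SAM 20 uM then reacted for 2 h.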
# BAZ2B inh: blocks human BAZ2B. Q9UIF8. AlphaScreen BAZ2B-H3K14Ac peptide displacement. Potency, µM (top dose mostly 114 µM), for the others: at the highest dose activity change, negative = inhibition, most hits filed as inhibitors. 360,000 compounds, 4.4% hits; further: on the % scale 0 is the no-effect control and ±100 the full control effect; nearly all actives have a fitted effect of over 60% in size
#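 BAZ2B 50 nM plus b-H3(5-23)K14Ac 50 nM, PBS pH 7.4/0.01% Tween-20, 30 min RT; compound added (max 110 uM), 30 min RT; streptavidin donor/Ni-chelate acceptor beads 10 ug/mL final, 20 min dark; AlphaScreen read.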
# BLM helicase inh: inhibitors of human Bloom syndrome helicase BLM; P54132; recombinant BLM DNA unwinding, fluorescence dequenching; Potency, µM (doses to about 56.1 µM), without a hit: top-dose activity change, negative = inhibition, actives largely listed as inhibitors; 350,000 compounds, 0.2% hits; AID 2528;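 further: plate controls were vehicle for no effect and no enzyme for full effect; nearly all actives have a fitted effect of over 35% in size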
# Pol iota inh: DNA polymerase iota (human) inhibition; Q9UNA4; Pol iota fluorescent replication assay, 10 min; Potency, µM (titrated, usually from 115 µM), inactives show top-dose activity, negative = inhibition, hits mostly inhibitors; 390,000 compounds, 1% hits
#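 Fluorescent replication assay read twice, at 0 min and 10 min after adding 50 nM (final) substrate. Enzyme (10 nM) and compounds were first incubated 15 min at room temperature; enzyme-free buffer wells were negative controls.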
# Pol kappa inh: DNA polymerase kappa (human) inhibition | Q9UBT6 | purified Pol kappa, fluorescent DNA synthesis assay, 10 min | Potency, µM (highest dose often 107 µM), for inactives: at the top dose activity, negative = inhibition, actives largely listed as inhibitors | 400,000 compounds, 0.53% hits | AID 588579; further: on the % scale 0 is the no-effect control and ±100 the full control effect
#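 Activity was followed as the change in fluorescence between reads at 0 and 10 min after starting the reaction with 50 nM substrate. Beforehand, 10 nM polymerase had been preincubated with compound for 15 min at room temperature.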
# POLB inh: blocks human DNA polymerase beta activity; Pol beta primer extension/strand displacement, fluorescence kinetic; Potency, µM (series often up to 114 µM), without a hit: at the highest dose activity change, negative = inhibition, usual class: inhibitors; 340,000 compounds, 1.3% hits; AID 485314; further: on the % scale 0 is the no-effect control and ±100 the full control effect
#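 Curves were derived by four-parameter Hill fits of normalized qHTS data. The kinetic fluorescent primer-extension read was taken at 0 and 10 min after 50 nM substrate, following a 15 min room-temperature preincubation of 10 nM enzyme with compounds.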
# POLH inh: DNA polymerase eta (human) inhibition. Potency, µM (highest dose often 114 µM), without a hit: at the highest dose activity change, negative = inhibition, usual class: inhibitors. recombinant Pol eta, fluorescent DNA replication assay. Q9Y253. 390,000 compounds, 1.2% hits; further: on the % scale 0 is the no-effect control and ±100 the full control effect
#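 Fluorescent replication assay: 50 nM final substrate added after a 15 min room-temperature compound preincubation with 10 nM enzyme. Signal taken at 0 min and again at 10 min.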
# Anesthetic bind: binds horse apoferritin like a general anesthetic. P02791. apoferritin/1-aminoanthracene competitive binding, fluorescence. Potency, µM (top dose mostly 77.5 µM), without a hit: at the highest dose activity change, negative = displacement, most hits filed as inhibitors. 350,000 compounds, 0.074% hits; further: on the % scale 0 is the no-effect control and ±100 the full control effect; nearly all actives have a fitted effect of over 20% in size
#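 Probe: 1-aminoanthracene (50% saturated, PBS). Protein: horse-spleen apoferritin, 10 uM. Incubation: 10 min, room temperature. Detection: 380 nm excitation, 535 nm emission. Analysis: normalized response, four-parameter Hill.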
# APE1 inh: inhibitors of human APE1 endonuclease | recombinant APE1, TAMRA/BHQ-2 abasic DNA cleavage fluorescence | Potency, µM (top dose mostly 65.8 µM), for the others: at the top dose activity change, negative = inhibition, usual class: inhibitors | 350,000 compounds, 0.35% hits | P27695 | AID 2517;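 further: plate controls were vehicle for no effect and reference inhibitor for full effect; nearly all actives have a fitted effect of over 55% in size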
#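 Compound pre-exposure to 0.75 nM APE1, 15 min at ambient temperature. Reaction initiated with 50 nM TAMRA/BHQ-2 THF substrate, read immediately in kinetic mode, 525 nm excitation, 598 nm emission.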
# The depositor's hits bear a star; ? = inconclusive; . = not tested or not shown; & = joins results of further samples; [ ] = remark or other dose. The call rests on the fitted dose curve; in most records, active means well fitted curve in the direction sought with a large enough effect; inconclusive means small, poorly fitted or top-dose-only effect, or another doubt; inactive means no such curve, though single readings can be large; an effect the other way counts as inactive or inconclusive. Potency means the concentration at half of the fitted maximal effect.
1) NS(=O)(=O)c1ccc(N2CCN(S(=O)(=O)Cc3ccccc3)CC2)nc1
2) CCN(CC)S(=O)(=O)c1ccc(NC(=O)COC(=O)CNC(=O)C2CCCCC2)cc1
3) O=C(CCN1C(=O)[C@@H]2Cc3ccccc3CN2C1=O)N[C@@H](Cc1ccccc1)C(=O)O
4) O=C(Nc1c(C(=O)N2CCOCC2)cnn1-c1ccccc1)c1ccccc1
5) CC(C)=CCc1c(O)c(CC=C(C)C)c2occ(-c3ccc(O)cc3)c(=O)c2c1O
6) COc1ccc(S(=O)(=O)N2CCCCCC2)cc1NS(=O)(=O)c1cc(C(=O)O)cc(C)c1C
7) CS(=O)(=O)N1CCC2(CCCN(C(=O)Nc3cccc(C#N)c3)C2)CC1
8) CSc1ccc(/C=N/NC(=O)c2ccccc2Cl)cc1
Screen / compound no.	1	2	3	4	5	6	7	8
G9a block	.	?	16.8%[12.7 µM]	-0.1%[59 µM]	-45.2%[59 µM]	-12.4%[59 µM]	-9.1%[12.7 µM]	-4.5%
BAZ2B inh	.	-4.2%	-11.8%	13.5%	-33.6%	-8.0%	.	-28.9%
BLM helicase inh	.	.	0.6%	-2.5%	-14.1%	.	0.6%	-4.2%
Pol iota inh	?	11.0%	26.1%	18.1%	15.3%	7.3%	.	48.2%[activator]
Pol kappa inh	-25.8%	-26.6%	10.7%	-10.9%	4.7%	-10.8%	-7.1%[60.1 µM]	-18.6%
POLB inh	.	.	-18.5%	-0.4%	-17.0%	.	.	-1.5%
POLH inh	2.1%	-4.9%	-14.8%	4.0%	-27.6%	-11.0%	.	6.0%
Anesthetic bind	.	.	-6.1%	-9.0%	?	.	.	-14.1%
APE1 inh	-17.8%	3.4%	10.0%	-3.5%	2.7%	10.3%	2.9%	8.5%

9) COC(=O)Cc1csc(NC(=O)c2ccc3ncsc3c2)n1
10) Cc1nc(-c2cccc(-c3noc(C)n3)c2)no1
11) CC(=O)NN1C(=O)/C(=C\c2ccc(Br)o2)SC1=S
12) CC(=O)Nc1ccc(S(=O)(=O)N2CCC3(CC2)CC(=O)c2ccccc2O3)cc1
13) COc1cc([N+](=O)[O-])cc([N+](=O)[O-])c1NC(=O)N1CCOCC1
14) COc1cc(C(=O)Nc2ccc(NC(=O)C3CC3)nc2)cc(OC)c1OC
15) C/C=C(\C)C(=O)OC(C)(C)[C@H]1Cc2cc3ccc(=O)oc3cc2O1
16) Clc1ccc(C2=Nn3c(Cn4nnc5ccccc54)nnc3SC2)cc1
Screen / compound no.	9	10	11	12	13	14	15	16
G9a block	30.5%[12.7 µM]	-3.5%	39.8µM*	-3.2%	50.1µM*	25.2%	38.1%	.
BAZ2B inh	-25.2%	4.6%	?	-3.9%	-33.0%	2.5%	11.6%	?
BLM helicase inh	.	2.0%	5.5%	.	0.1%	2.0%	-6.8%	1.1%
Pol iota inh	?	21.2%	?	11.2%	81.7%[activator]	-1.9%	10.8%	?
Pol kappa inh	-23.9%	-3.3%	?	-8.9%	-9.4%	3.2%	14.0%	-7.0%
POLB inh	.	-3.1%	28.2µM*	.	35.9%	26.3%	1.0%	31.9%
POLH inh	?	-13.6%	25.1µM*	-3.2%	-8.1%	-5.2%	-9.8%	-21.7%
Anesthetic bind	.	-2.8%	-14.7%	.	0.3%	?	-11.7%	4.8%
APE1 inh	14.1%	2.0%	?	13.6%	-22.3%	2.0%	-7.1%	14.3%

17) COCCNc1c2c(c(C#N)c3nc4ccccc4n13)CCCC2
18) CCSc1cc(N2CCCC2)nc(-c2ccc(F)cc2)n1
19) COc1ccc(Cl)cc1NC(=O)CN(C)C(=O)Cc1ccsc1
20) CC(=O)c1cc2c(cc1NS(=O)(=O)c1ccccc1Br)OCO2
21) Cc1n[nH]c(=O)c2c(NC(=O)CSc3nnc(-c4ccncc4)n3C)oc(C)c12
22) CC1(C)CC(=O)C2=C(C1)Nc1ncnn1C2c1ccccn1 (centres undefined)
23) CCCCn1c(N)c(-c2nc3ccccc3o2)c2c([N+](=O)[O-])nn(C)c(=O)c21
24) COc1ccc(S(=O)(=O)c2c(O)c3ccc(C(=O)NCc4ccc(Cl)cc4)cc3[nH]c2=O)cc1
Screen / compound no.	17	18	19	20	21	22	23	24
G9a block	68.0%[activator]	70.8%[activator][12.7 µM]	28.2µM*	-11.6%[59 µM]	86.6%[activator]	-46.6%[2.33 µM]	-3.2%[59 µM]	-5.2%[59 µM]
BAZ2B inh	2.2%	-3.8%	-4.4%	-9.5%	-1.4%	4.7%	?	-7.9%
BLM helicase inh	-5.8%	-0.2%	.	-4.1%	2.1%	-0.5%	?	0.6%
Pol iota inh	142.7%[activator]	?	28.6%	140.4%[activator]	13.6%	?	?	25.5%
Pol kappa inh	-13.6%	1.7%	-8.6%	-11.6%	-4.1%	-4.6%	-11.2%	-13.1%
POLB inh	5.0%	-8.8%	.	-0.3%	57.8%	25.4%	?	6.7%
POLH inh	-11.4%	1.4%	-23.2%	-22.2%	-17.7%	-1.4%	?	-18.0%
Anesthetic bind	-15.3%	-7.4%	.	-9.2%	-2.0%	-2.4%	9.7%	2.6%
APE1 inh	7.0%	-1.8%	15.4%	31.9%[12.4 µM]	5.0%	-0.4%	5.9%	.

25) COc1cc2c(cc1NC(=O)COc1ccc(Br)c(C)c1)oc1ccccc12
26) COc1cccc(OC)c1-c1cc(C(=O)NC2(C(=O)O)C3CC4CC(C3)CC2C4)nn1-c1ccc(C(=O)N(C)CCCN(C)C)cc1C(C)C (centres undefined)
27) COc1ccc(/C=N/Nc2ncnc3scc(-c4ccccc4)c23)cc1OC
28) Cc1cc(NC(=O)c2cc(-c3ccco3)on2)n(-c2ccccc2)n1
29) O=C(CN1CCOCC1)Nc1ccc(F)cc1
30) Cc1ccc(C)c(N(Cc2cc3ccc(C)cc3[nH]c2=O)C(=O)c2ccco2)c1
31) COC(=O)[C@@H]1C[C@]2(OC(=O)c3ccccc3)C=CC(=O)C[C@@H]2N1C(=O)OCc1ccccc1
32) COc1ccccc1-c1nnc2sc(COc3ccc(Cl)cc3Cl)nn12
Screen / compound no.	25	26	27	28	29	30	31	32
G9a block	?	.	-36.0%	?	17.9%	-4.5%[59 µM]	0.3%	-4.8%[59 µM]
BAZ2B inh	2.2%	.	20.4%	6.7%	-16.0%	-8.5%	-2.8%	?
BLM helicase inh	-6.2%	4.0%	-6.9%	-3.2%	-3.9%	-16.9%	-11.8%	7.0%
Pol iota inh	12.5%	.	0.7%	89.1µM*	-7.5%	35.2%	-14.5%	-15.2%
Pol kappa inh	-6.0%	-10.4%[12 µM]	-6.6%	-27.1%	-1.1%	5.0%	5.1%	-24.7%
POLB inh	44.9%	.	3.8%	?	13.2%	-20.9%	-0.1%	56.2µM*
POLH inh	-5.5%	.	-2.1%	-5.3%	-22.2%	-17.8%	-15.4%	-10.0%
Anesthetic bind	3.3%	3.3%	39.7%[activator]	-14.2%	8.6%	-9.8%	-16.7%	?
APE1 inh	.	17.3%	-9.8%	7.5%	7.4%	-0.2%	-4.2%	0.5%

33) CCOC(=O)c1cnn(-c2ccccc2)c1NC(=O)c1ccccc1C
34) Cc1cc(C)c2c(N)c(C(=O)Nc3nccs3)sc2n1
35) COCCN(C(=O)Nc1ccc(OC)cc1OC)C1CCN(C(C)C)CC1
36) CCOC(=O)N1CCN(Cc2nc3c(c(=O)n(C)c(=O)n3C)n2CCCc2ccccc2)CC1
37) Cc1ccc(C)c(Cn2c(=O)n(C(C)C)c(=O)c3oc4ccccc4c32)c1
38) CC(C)C(=O)NC(c1cccc([N+](=O)[O-])c1)c1c(O)ccc2ccccc12 (centres undefined)
39) O=C(N/C(=C\c1cccc([N+](=O)[O-])c1)C(=O)N1CCOCC1)c1ccc([N+](=O)[O-])cc1
40) O=C1CCN(Cc2ccccc2)CCN1[C@H](COc1ccccc1)Cc1ccccc1
41) CCNc1ccc(C(=O)OCC(=O)NCCN2C(=O)CSC2=O)cc1[N+](=O)[O-]
Screen / compound no.	33	34	35	36	37	38	39	40	41
G9a block	18.7%[59 µM]	-13.1%	5.0%[12.7 µM]	-5.0%[12.7 µM]	3.7%[59 µM]	.	-21.8%	-21.7%	?
BAZ2B inh	1.5%	-0.2%	7.9%	-8.8%	0.7%	-6.0%	-14.1%	-31.6%	-16.6%
BLM helicase inh	3.8%	-0.6%	-1.6%	-1.3%	-8.5%	-1.8%	-3.7%	-6.7%	-0.1%
Pol iota inh	-6.9%	4.5%	2.1%	-8.1%	1.7%	98.2%[activator]	40.8%[activator]	?	-23.4%
Pol kappa inh	-3.4%	-20.8%	1.4%	0.4%	1.9%	3.0%	-9.4%	-12.5%&-2.6%	-0.6%
POLB inh	9.5%	39.8µM*	2.4%	-21.6%	13.8%	13.1%	3.2%	23.6%	-0.7%
POLH inh	-6.1%	?	1.0%	-12.8%	-14.6%	-7.0%	-18.4%	-18.7%	1.8%
Anesthetic bind	-10.5%	521.2%[activator]	2.7%	2.1%	-14.1%	-1.7%	-6.4%	-3.1%	-19.6%
APE1 inh	1.9%	-7.0%	2.9%	-1.9%	.	10.3%	3.6%	1.6%	3.4%

# Reprinted at random: three compounds from above.
11) CC(=O)NN1C(=O)/C(=C\c2ccc(Br)o2)SC1=S
30) Cc1ccc(C)c(N(Cc2cc3ccc(C)cc3[nH]c2=O)C(=O)c2ccco2)c1
2) CCN(CC)S(=O)(=O)c1ccc(NC(=O)COC(=O)CNC(=O)C2CCCCC2)cc1
Screen / compound no.	11	30	2
G9a block	39.8µM*	-4.5%[59 µM]	?
BAZ2B inh	?	-8.5%	-4.2%
BLM helicase inh	5.5%	-16.9%	.
Pol iota inh	?	35.2%	11.0%
Pol kappa inh	?	5.0%	-26.6%
POLB inh	28.2µM*	-20.9%	.
POLH inh	25.1µM*	-17.8%	-4.9%
Anesthetic bind	-14.7%	-9.8%	.
APE1 inh	?	-0.2%	3.4%

# A portion of the library; the hit share may differ from the screen's.
